# Source: PubChem (National Center for Advancing Translational Sciences (NCATS))
# Tb PFK block: qHTS Assay to Find Inhibitors of T. brucei phosphofructokinase; Potency, µM (series often up to 57.5 µM), for the others: at the top dose activity, negative = inhibition, actives largely listed as inhibitors; T. brucei PFK, ADP-Glo luminescence; 330,000 tested, 0.17% active; AID 485367, 2010; ATP-dependent 6-phosphofructokinase (Trypanosoma brucei brucei), O15648;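 also: potency is read from the fitted curve at half-maximal effect; 0% = uninhibited 1x PFK enzyme wells and -100% = no-enzyme wells; nearly all actives have a fitted effect of over 60% in size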
#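 1.25 nM PFK with 0.5 mM F6P and 0.1 mM ATP in 0.1 M TEA pH 8.0, 5 mM MgCl2, incubated 45 min at room temperature; ADP measured by ADP-Glo luminescence; compounds titrated up to 57 uM.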
# Eya2 phos inh: qHTS Assay for Inhibitors of the Phosphatase Activity of Eya2; AID 488837, 2010; recombinant Eya2, OMFP fluorescence dephosphorylation (OMFP is methylfluorescein phosphate); 330,000 tested, 0.006% active; Protein phosphatase EYA2 (Homo sapiens), O00167; Potency, µM (series often up to 76.9 µM), for inactives: at the top dose activity, negative = inhibition, usual class: inhibitors; also: potency is read from the fitted curve at half-maximal effect; % is scaled to controls: 0 for no effect and ±100 for the full control effect
# Target sequence (O00167 whole entry, looked up): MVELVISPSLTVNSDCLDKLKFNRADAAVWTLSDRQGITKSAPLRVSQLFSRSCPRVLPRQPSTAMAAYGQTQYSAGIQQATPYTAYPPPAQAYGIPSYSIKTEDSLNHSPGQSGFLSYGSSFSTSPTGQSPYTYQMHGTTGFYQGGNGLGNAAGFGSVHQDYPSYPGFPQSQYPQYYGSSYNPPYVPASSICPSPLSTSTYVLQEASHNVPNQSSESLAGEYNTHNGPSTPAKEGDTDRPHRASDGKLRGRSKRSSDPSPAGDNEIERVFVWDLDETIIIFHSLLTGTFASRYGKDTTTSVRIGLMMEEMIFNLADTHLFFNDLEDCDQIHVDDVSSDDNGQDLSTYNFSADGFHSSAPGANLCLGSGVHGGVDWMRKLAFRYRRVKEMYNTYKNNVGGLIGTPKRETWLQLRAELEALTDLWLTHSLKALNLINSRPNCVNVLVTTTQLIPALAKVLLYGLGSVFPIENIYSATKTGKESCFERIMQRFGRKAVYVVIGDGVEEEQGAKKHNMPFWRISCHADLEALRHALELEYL
#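 Eya2 protein (added as 0.2 uM solution) was preincubated with compound for 10 min at ambient temperature in 50 mM HEPES pH 7.5, 50 mM NaCl, 5 uM MgCl2, 0.05% BSA, 1 mM DTT. OMFP (added at 50 uM) then reacted 10 min; fluorescence read at 485/525 nm.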
# TSG101-PTAP inh: qHTS Assay for Iinhibitors of HIV-1 Budding by Blocking the Interaction of PTAP/TSG101; Potency, µM (top dose mostly 115 µM), for inactives: top-dose activity change, negative = inhibition, hits mostly inhibitors; 340,000 tested, under 10 active; Tumor susceptibility gene 101 protein (Homo sapiens), Q99816; Fluorescence polarization, FITC-PTAP peptide / Tsg101 binding; active = well fitted inhibition curve with a large enough effect in the main read-out, with a control signal flat, not every such curve was filed as active; inconclusive = small, poorly fitted or top-dose-only effect, or effect the other way, or a change in a side signal; inactive = no such curve, though single readings can be large or run the other way; also: potency is read from the fitted curve at half-maximal effect; % of control where 0% means no effect
#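 Tsg101 binding domain (10 uM final) was mixed with compound and a FITC-labeled PTAP peptide (50 nM final) in HEPES pH 7.5 buffer with NaCl, Tween 20, EDTA and TCEP; fluorescence polarization was read after 20 min at r.t.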
# ELG1 repair inh: qHTS screen for small molecules that inhibit ELG1-dependent DNA repair in human embryonic kidney (HEK293T) cells expressing luciferase-tagged ELG1. HEK293T ELG1-luciferase reporter, luminescence, 16 h; DNA damage induced by 5-fluorouridine. Potency, µM (top dose mostly 46.1 µM), without a hit: top-dose activity change, negative = inhibition, actives largely listed as inhibitors. 330,000 tested, 2.3% active. AID 504467, 2011; also: potency is read from the fitted curve at half-maximal effect; % is scaled to controls: 0 for no effect and ±100 for the full control effect; nearly all actives have a fitted effect of over 55% in size
#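 Step one: seed 2,000 cells per well. Step two: pin-transfer compound or DMSO alongside 5-fluorouridine. Step three: incubate 16 hr, 37 °C, 5% CO2. Step four: add ONE-Glo, wait 30 min, read luminescence.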
# BCR signal inh: qHTS Assay to Find Inhibitors of Chronic Active B-Cell Receptor Signaling | ABC-DLBCL IkBa-CBG/CBR reporter, luminescence ratio, 4 h | 340,000 tested, 0.05% active | Potency, µM (doses to about 46.1 µM), without a hit: at the highest dose ratio change, negative = lower green/red ratio, usual class: inhibitors; active = well fitted inhibition curve with a large enough effect in the signal ratio, with a control signal flat, not every such curve was filed as active; inconclusive = small, poorly fitted or top-dose-only effect, or effect the other way, or a change in a side signal; the % refers to the signal ratio;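 also: potency is read from the fitted curve at half-maximal effect; plate controls were basal doxycycline-induced cells for no effect and cells given 10 µM MG132 for full effect; MG132 reads +100%, hits lower the ratio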
#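 Cell line TMD8 (human ABC DLBCL), stably expressing tet-inducible CBG68-IkBa fusion and CBR; IMDM/0.5% FBS; cpd up to 46 uM; dox induction, 4 h, 37C/5% CO2; dual luminescence; green/red ratio; MG132 control.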
# Mito fusion act: qHTS Assay for Small Molecule Inhibitors of Mitochondrial Division or Activators of Mitochondrial Fusion | Potency, µM (doses to about 46.1 µM), without a hit: top-dose growth rescue (activation), actives largely listed as activators | S. cerevisiae fusion-defective mutant growth rescue, CellTiterGlo 48 h | AID 485298, 2010 | 320,000 tested, 0.23% active;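 also: potency is read from the fitted curve at half-maximal effect; % of control where 0% means no effect; nearly all actives have a fitted effect of over 45% in size; temperature-sensitive fusion mutants such as fzo1-1 at 37 °C on non-fermentable ethanol glycerol medium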
#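 Temperature-sensitive fusion-defective S. cerevisiae (e.g. fzo1-1, mgm1-5) were grown with compound in YPEG medium (3% ethanol, 3% glycerol) for 48 hours at 37C. Growth rescue was measured as viability by CellTiterGlo luminescence after 10 minutes at ambient.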
# USP2a inh: qHTS Assay for Inhibitors of Ubiquitin-specific Protease USP2a Using CHOP2 as the Reporter | 330,000 tested, 0.01% active | AID 463254, 2010 | Potency, µM (top dose mostly 38.3 µM), for inactives: at the highest dose activity change, negative = inhibition, usual class: inhibitors | Ubiquitin carboxyl-terminal hydrolase 2 (Homo sapiens), O75604 | USP2 core, Ub-CHOP2 coupled fluorogenic reporter, 485/531;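 also: potency is read from the fitted curve at half-maximal effect; plate controls were DMSO wells for no effect and full inhibition by NEM control for full effect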
#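 USP2 core (10nM final) preincubated 30min RT with compound in 20mM Tris-HCl pH 8.0, 2mM CaCl2, 2mM beta-mercaptoethanol, 0.05% CHAPS; 25nM Ub-CHOP2 plus 25nM reporter substrate added, fluorescence (Ex485/Em531) read after 60min.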
# B2AR arrestin: qHTS assay of beta-arrestin-biased ligands of beta2-adrenergic receptor. beta-arrestin recruitment to beta2AR, cell-based reporter. Potency, µM (top dose mostly 46.1 µM), for the others: at the top dose activation, most hits filed as activators. 330,000 tested, 0.02% active. Beta-2 adrenergic receptor (Homo sapiens), P07550;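 also: potency is read from the fitted curve at half-maximal effect; 0% = DMSO controls and full agonism = EC100 isoproterenol or metaproterenol; nearly all actives have a fitted effect of over 65% in size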
# Target sequence (P07550 whole entry, looked up): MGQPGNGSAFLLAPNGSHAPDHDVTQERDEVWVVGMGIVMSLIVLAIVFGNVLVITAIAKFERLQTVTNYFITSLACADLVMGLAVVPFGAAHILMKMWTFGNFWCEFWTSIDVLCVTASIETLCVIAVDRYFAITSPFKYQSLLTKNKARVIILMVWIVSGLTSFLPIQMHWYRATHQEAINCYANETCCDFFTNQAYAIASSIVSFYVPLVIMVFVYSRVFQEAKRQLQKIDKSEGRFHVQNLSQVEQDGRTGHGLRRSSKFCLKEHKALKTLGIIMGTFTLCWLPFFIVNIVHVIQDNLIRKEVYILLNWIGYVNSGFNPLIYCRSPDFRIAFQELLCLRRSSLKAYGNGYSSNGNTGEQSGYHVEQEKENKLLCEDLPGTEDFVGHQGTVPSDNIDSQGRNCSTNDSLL
# TSHR antagonist: Antagonists of the Thyroid Stimulating Hormone Receptor: HTS campaign. Thyrotropin receptor (Homo sapiens), P16473. TSHR-expressing cells, TSH-stimulated cAMP HTRF, 2 h; hits give low values. activity change, negative = inhibition, % at 11.5 µM. 330,000 tested, 0.2% active. AID 504810, 2011;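 active = activity change below a set negative limit, meaning inhibition stronger than a set level, cut at about -70% in these data; inconclusive = activity change between two set negative limits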; also: % is scaled to controls: 0 for no effect and ±100 for the full control effect
#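 Inhibition of cAMP made by TSHR-expressing cells under TSH stimulation (4nM final, EC80; 2 h, 37 deg C) is quantified with a one-step lysis HTRF kit, anti-cAMP cryptate versus cAMP-d2.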
# uPA generation: qHTS for Inhibitors of Cell Surface uPA Generation; Potency, µM (series often up to 38.3 µM), for the others: at the top dose activity change, negative = inhibition, hits mostly inhibitors; 330,000 tested, 0.31% active; cell surface uPA generation assay, qHTS; active = well fitted inhibition curve with a large enough effect; inconclusive = small, poorly fitted or top-dose-only effect; inactive = no such curve, though single readings can be large or run the other way; tested in mouse RAW 264.7 cells; also: potency is read from the fitted curve at half-maximal effect; % is scaled to controls: 0 for no effect and ±100 for the full control effect; nearly all actives have a fitted effect of over 55% in size
# TCR activator: Activators of T cell receptors: qHTS campaign; 330,000 tested, under 10 active; Potency, µM (highest dose often 9.22 µM), inactives show at the highest dose activation of IL-2 secretion, hits mostly activators; primary human leukocytes, anti-CD3, IL-2 HTRF, 48 h; AID 504894, 2011; also: % of control where 0% means no effect
#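 IL-2 release read by HTRF sandwich (Eu cryptate donor, d2 acceptor, 665 nm emission) after 48 hr exposure of primary human leukocytes to compound together with anti-CD3 beads in the absence of co-stimulatory signals.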
# An asterisk follows results filed as active; ? = inconclusive; nt = no result given; [ ] = another dose, or the depositor's remark. Unless noted, calls follow the shape of the dose curve; as a rule, active = well fitted curve in the direction sought with a large enough effect; inconclusive = small, poorly fitted or top-dose-only effect, or another doubt; inactive = no such curve, though single readings can be large; an effect the other way counts as inactive or inconclusive.
SMILES,Tb PFK block,Eya2 phos inh,TSG101-PTAP inh,ELG1 repair inh,BCR signal inh,Mito fusion act,USP2a inh,B2AR arrestin,TSHR antagonist,uPA generation,TCR activator
CCOC(=O)[C@H]1[C@H]2COc3ccc(OC)cc3[C@@H]2N2C(=O)CN(Cc3ccc(OC)cc3)C(=O)[C@@]12C,3%,-14%,-2%,0%,-2%,2%,0%,-0.5%,-1,12%,3%
COC(=O)C1C(=O)c2c([nH]c(C(=O)OC3CCCC3C)c2C)CC1C (configuration not stated),2%,3%,0%,?,11%,?,-2%,0.4%,-10,?,6%
CCC(=O)NCc1c(C)c(C)n(Cc2ccccc2)c1-n1cccc1,-5%,8%,-4%,4%,1%,-1%,0%,0.3%,-13,4%,-3%
CCOc1ccc(N2CC(C(=O)NCCN3C(=O)S/C(=C\c4ccc(OC)cc4)C3=O)CC2=O)cc1 (configuration not stated),-5%,2%,0%,?,2%,-9%,-3%,-0.5%,4,1%,4%[46.1 µM]
CC1(C)Cc2cccc(OCC(=O)N3CCN(S(=O)(=O)c4ccc(F)cc4)CC3)c2O1,0%,0%,-6%,-9%,-5%,-2%,-1%,-0.3%,-2,-2%,-2%
CCN(C(=S)Nc1cc(S(=O)(=O)N2CCOCC2)ccc1Cl)c1cccc2ccccc12,-12%,-14%,-1%,3%,-2%,?,-8%,-1.3%,19,6%,-4%[46.1 µM]
COC(=O)C1CCN(C(=O)COc2cc3sc(C)nc3c3sccc23)CC1,-4%,-5%,-8%,-11%,?,11%,4%,-0.9%,-20,-6%,2%
CC1(C)Cc2ccccc2C(NNC(=O)c2ccccc2)=N1,-3%,14%,0%,10%,?,-5%,10%,-0.1%,-3,-1%,nt
O=C(NCC(=O)N1CCN(C(=O)c2ccco2)CC1)c1cccc(Cl)c1,9%,-8%,-4%,14%,1%,0%,-1%,0.2%,6,-10%,-8%
COc1ccc(N=C2SC(CC(=O)Nc3ccccc3)C(=O)N2Cc2ccco2)cc1 (configuration not stated),7%,-6%,-2%,?,-11%,-2%,0%,-1.0%,-6,7%,3%[46.1 µM]
COc1cc(C(=O)OCC(=O)Nc2cc(C)on2)c([N+](=O)[O-])cc1OC,-1%,2%,1%,3%,0%,20%,-4%,-1.0%,5,1%,0%
COc1ccc(/C=C/C(=O)c2ccccc2O)cc1,-2%,-1%,nt,?,7%,7%,1%,-0.7%,13,-12%,-8%
O=C(NNC(=O)c1ccc(S(=O)(=O)N2CCCCC2)cc1)c1ccc(F)cc1,-1%,-3%,-6%,5%,4%,-5%,0%,-0.6%,-3,3%,-5%
Cc1cccc(C(=O)N/C(=C/c2ccco2)C(=O)N2CCCCCC2)c1,6%,3%,-1%,-1%,-5%,-2%,1%,0.7%,4,1%,4%
C=CCNC(=O)C1CCCN(S(=O)(=O)c2ccc(-n3cnnn3)cc2)C1 (configuration not stated),-1%,-5%,-1%,9%,0%,5%,2%,0.1%,nt,0%,-3%
Cc1ccc(C(=O)N/C(=C/c2ccco2)C(=O)NCCc2c[nH]c3ccccc23)cc1C,-2%,8%,-7%,-4%,?,1%,4%,0.4%,33,1%,-2%
COc1ccc(N2CCN(C(=O)CSc3nnc4c(C)cc5ccccc5n34)CC2)cc1,-1%,-1%,1%,23µM*,0%,3%,3%,-0.2%,20,-3%,0%[46.1 µM]
CCn1c(SCC(=O)N/N=C/c2ccncc2)nc2ccccc21,0%,4%,0%,2%,-5%,-5%,1%,4.0%,15,-1%,-6%
NS(=O)(=O)c1ccc(NC(=S)Nc2ccc(S(=O)(=O)N3CCCC3)cc2)cc1,-6%,2%,0%,12%,1%,-6%,-3%,0.2%,12,-1%,-2%
CC(C)(C)c1cc(CCC(=O)N2CCCC2)cc(C(C)(C)C)c1O,0%,9%,-4%,5%,4%,2%,5%,0.1%,-8,1%,-2%
CCOC(=O)/C(C#N)=C1/C(=O)N(Cc2ccccc2)c2ccccc21,0%,13%,2%,-16%,5%,-1%,2%,0.0%,-3,-6%,0%
CCCCCCNC(=O)CSc1nccn1Cc1ccccc1,-6%,16%,-3%,-4%,-15%,-3%,2%,0.2%,-3,1%,4%
O=[N+]([O-])c1cccc(COc2ncnc3cc([N+](=O)[O-])ccc23)c1,-5%,19%,-5%,10µM*,?,-3%,4%,-1.0%,11,0%,4%
N#Cc1c(SCC(=O)O)nc(-c2ccccc2)c2c1CCCC2,1%,12%,-10%,-1%,16%,2%,2%,0.0%,-20,1%,-1%
CC1(C)CN(c2ccc(CC#N)cc2)C1=O,2%,0%,-3%,4%,-4%,5%,0%,-0.7%,6,8%,0%
SMILES,Tb PFK block,Eya2 phos inh,TSG101-PTAP inh,ELG1 repair inh,BCR signal inh,Mito fusion act,USP2a inh,B2AR arrestin,TSHR antagonist,uPA generation,TCR activator
COc1ccc(OC(=O)C(C)N2C(=O)c3ccccc3C2=O)cc1 (configuration not stated),0%,10%,1%,-12%,-2%,-1%,-2%,-0.9%,0,-7%,5%
CN(C)C(=O)c1cn(N(C)c2ncc(C(F)(F)F)cc2Cl)c(=O)c2ccccc12,0%,5%,0%,22%,-9%,4%,-2%,-0.3%,-5,-3%,-1%
COc1ccc(-c2nnc(N(C)C(=O)c3ccno3)s2)cc1,3%,0%,-3%,?,-8%,-1%,-2%,-0.1%,3,-12%,-1%[46.1 µM]
COCc1cc(=O)n2[nH]cc(-c3ccccc3)c2n1,-6%,3%,-3%,?,-11%,3%,-1%,-0.3%,-11,-1%,nt
CC1CCCCN1S(=O)(=O)c1ccc(NC(=O)c2cccc(-n3cnnn3)c2)cc1 (configuration not stated),1%,-5%,-4%,?,-3%,-5%,2%,0.1%,-7,-3%,-4%
Cc1[nH]c(=O)[nH]c(=O)c1S(=O)(=O)N1CCOCC1,-2%,3%,-3%,7%,-1%,2%,1%,-1.3%,6,-4%,3%
CCN1CCCC1CNc1ncnc2c1[nH]c1ccc(F)cc12 (configuration not stated),0%,6%,0%,?,1%,-2%,-1%,-0.2%,4,0%,-3%
COC(=O)CCCN1C(=O)NC(c2ccc(-c3ccccc3)cc2)C(C(=O)OCc2ccccc2)=C1C (configuration not stated),2%,6%,-3%,?,0%,nt,0%,-0.4%,36,-20%,2%[46.1 µM]
CS(=O)(=O)c1ccc2nc(NC(=O)c3ccc(NS(=O)(=O)c4ccc(F)c(F)c4)cc3)sc2c1,0%,0%,-6%,?,-19%,-2%,4%,-0.3%,4,-2%,2%
O=C(CC1SC(N2CCOCC2)=NC1=O)Nc1ccc(F)cc1 (configuration not stated),-8%,-1%,2%,5%,1%,nt,4%,0.4%,0,9%,-6%[46.1 µM]
Cc1cc(S(=O)(=O)N2CCOCC2)ccc1OCC(=O)N1CCC(C)CC1,5%,1%,-3%,-5%,4%,11%,6%,0.2%,-2,2%,-7%
COc1ccc(S(=O)(=O)N2CCCCC2)cc1Br,-1%,-2%,-6%,13%,-16%,20%,1%,0.1%,-9,2%,1%
O=C(CN(C1CCCCC1)S(=O)(=O)c1ccc(Br)cc1)NCc1cccnc1,-1%,0%,-2%,-5%,13%,0%,-4%,-0.6%,2,6%,-7%
COC(=O)c1c(NC(=O)C2CCCCC2)sc2c1CC(C)(C)NC2(C)C,2%,-10%,-6%,-4%,-15%,-2%,0%,0.5%,12,-26%,5%
Cc1ccc(-c2nnc(-c3cccc(NC(=O)c4cccs4)c3)o2)cc1,-1%,2%,-5%,?,7%,6%,0%,-0.4%,-6,-10%,7%
CC(C)C[C@H](NC(=O)c1[nH]cnc1C(=O)Nc1ccccc1)C(=O)OC(C)(C)C,1%,-16%,1%,?,4%,-12%,-11%,-0.4%,-11,?,-1%
COC(=O)CSc1nc(C)c(C)c(C)c1C(N)=O,5%,3%,-10%,-3%,6%,3%,1%,0.4%,11,0%,-2%
